TDP1 cell CPT = qHTS for Inhibitors of human tyrosyl-DNA phosphodiesterase 1 (TDP1): qHTS in cells in presence of CPT; 12% of 420,000 active; AID 686979, 2013; Potency, µM (doses to about 46.2 µM), without a hit: at the top dose activity change, negative = growth inhibition, actives largely listed as inhibitors; chicken DT40 Tdp1-/-;hTDP1 cells + 20 nM CPT, ATP luminescence, 48 h; also: nearly all actives have a fitted effect of over 55% in size
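Cell growth measured by CellTiter-Glo luminescence after a minimum 48 h, 37 C compound exposure with 20 nM CPT in Tdp1-knockout DT40 cells stably expressing hTDP1, seeded 400/well; qHTS titration format.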
N370S GC = qHTS Assay for Inhibitors and Activators of N370S glucocerebrosidase as a Potential Chaperone Treatment of Gaucher Disease; Lysosomal acid glucosylceramidase (Homo sapiens), P04062; Potency, µM (top dose mostly 59.4 µM), inactives show at the top dose activity change, negative = inhibition, usual class: inhibitors; 0.092% of 330,000 active; AID 2101, 2009; N370S GC spleen homogenate, 4MU-glucoside fluorescence;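 also: 0% = full enzyme activity and -100% = no enzyme basal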
FEN1 inh = qHTS Assay for the Inhibitors of Human Flap endonuclease 1 (FEN1) | P39748 | Recombinant FEN1 flap cleavage, fluorescence, 15 min | Potency, µM (doses to about 114 µM), inactives show at the highest dose activity change, negative = inhibition, hits mostly inhibitors | 0.35% of 390,000 active; also: nearly all actives have a fitted effect of over 65% in size
Target sequence (P39748 whole entry, looked up): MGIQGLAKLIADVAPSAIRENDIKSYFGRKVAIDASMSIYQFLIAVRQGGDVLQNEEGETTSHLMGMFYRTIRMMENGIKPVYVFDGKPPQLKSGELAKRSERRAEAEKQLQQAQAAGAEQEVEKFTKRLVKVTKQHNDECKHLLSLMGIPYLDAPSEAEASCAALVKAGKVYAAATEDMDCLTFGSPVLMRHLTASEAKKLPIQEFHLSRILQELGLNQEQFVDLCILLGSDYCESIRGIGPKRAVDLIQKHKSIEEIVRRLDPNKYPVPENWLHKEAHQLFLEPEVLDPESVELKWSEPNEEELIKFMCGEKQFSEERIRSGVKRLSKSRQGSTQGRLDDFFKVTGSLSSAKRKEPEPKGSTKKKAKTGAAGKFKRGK
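Reaction started by adding substrate (50 nM final) to 10 nM enzyme after 15 min room-temperature compound preincubation. Reads at 0 and 15 min, with data normalized and fitted to a four-parameter Hill equation.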
* = called active by the depositor; ? = inconclusive; . = not tested or not shown; & = joins results of further samples; [ ] = dose if it differs, or a comment. Calls follow the shape of the dose curve; as a rule, active = well fitted curve in the direction sought with a large enough effect; inconclusive = small, poorly fitted or top-dose-only effect, or another doubt; inactive = no such curve, though single readings can be large; an effect the other way counts as inactive or inconclusive. Unless noted, % is scaled to controls: 0 for no effect and ±100 for the full control effect; potency is read from the fitted curve at half-maximal effect.

smiles | TDP1 cell CPT | N370S GC | FEN1 inh
N/C(COc1ccccc1)=N\NC(=O)c1cccnc1Oc1ccccc1 | ? | 3% | 4%
Cc1cc(C(F)(F)F)nn1Cc1n[nH]c(=S)n1Cc1ccccc1 | -3% | 5% | -4%
CCOC(=O)c1cnc2cc(-c3ccc(C)cc3)nn2c1-c1ccccc1 | ? | 4% | -4%
COc1ccccc1CNC(=O)[C@H](C)NC(=O)C1CCN(C(=O)[C@@H](N)Cc2ccccc2)CC1 | -5% | -15% | -4%
Nc1c(-c2nc(-c3ccc4c(c3)OCO4)cs2)c2ccccn2c1C(=O)c1ccc(Cl)cc1 | -5% | . | -10%
COc1ccc(S(=O)(=O)NCC(c2cccs2)S(=O)(=O)c2ccc(C)cc2)cc1F (configuration not stated) | ? | . | -19%
COc1cc(/C=N/NC(=O)C2CCN(CC(O)COCc3ccccc3)CC2)cc(OC)c1OC (configuration not stated) | -22% | -8% | 2%
CCOc1cc(CNCC(C)C)c(Cl)cc1OCC(=O)Nc1ccccc1 | ? | -8% | 1%
NS(=O)(=O)c1ccc(CCNCc2cc(Br)ccc2OCc2ccccc2)cc1 | 15µM* | 25% | 0%
CCc1cc2c(-c3ccccc3)cc(=O)oc2c(CN2CCOCC2)c1O | ? | -6% | -14%
COc1ccc(N(CC(=O)Nc2cc(C)ccc2C)S(=O)(=O)c2c(C)noc2C)cc1 | ? | 0% | 9%
Oc1ccccc1Cc1c(O)ccc2ccccc12 | -23% | -3% | ?
COc1ccc(-n2nnnc2SCC(=O)N2CCCC2=O)cc1 | 1% | . | 16%
COc1ccc(OC)c(N(CC(=O)NCC2CCCO2)S(=O)(=O)c2ccccc2)c1 (configuration not stated) | -1% | -4% | 0%
Cc1ccc(NC(=O)c2cccnc2)cc1S(=O)(=O)N(C)C | -4% | 1% | 3%
Clc1ccc(CCNc2nc3ccccc3n3nnnc23)cc1 | 6% | -5% | -7%
Cc1ccc(-n2c(SCC(=O)N/N=C/c3ccccc3OCC(=O)O)nc3ccccc3c2=O)cc1 | 11% | 8% | 3%
Cc1ccc(S(=O)(=O)c2nc(-c3ccco3)oc2SCC(=O)NCC2CCCO2)cc1 (configuration not stated) | -7% | 3% | 6%
CCOc1cc(C(=O)Nc2ccc([N+](=O)[O-])cn2)cc(OCC)c1OCC | 8% | 1% | -3%
Cc1c(Cl)cnc(NC(=O)COC(=O)CCc2nc3ccccc3s2)c1Cl | -21% | 9% | 1%
Cc1ccc(OCC(=O)N2CCN(C(=O)c3cccnc3)CC2)cc1 | -2% | 5% | -4%
CCOC(=O)c1ccc(NC(=O)CCCn2c(=O)c3cccn3c3ccccc32)cc1 | ? | . | -2%
CC1(C)CC(=O)c2cn3nc(C(F)(F)F)nc3nc2C1 | -2% | -3% | 9%
CCCNC(=O)C(Cc1ccccc1)NS(=O)(=O)c1ccc2c(c1)CCC(=O)N2 (configuration not stated) | -6% | 8% | -1%
Cc1cc2nccc(C)c2cc1C | 3% | . | -13%
COc1ccc(S(N)(=O)=O)cc1C(=O)NC1CCCc2ccccc21 (configuration not stated) | -30% | 2% | -5%
CN1CCC(N(C)C(=S)NC(=O)c2cc(-c3cccc(Br)c3)nc3ccccc23)CC1 | ? | ? | -5%
O=C(CCN1C(=O)/C(=C/c2ccccc2Cl)SC1=S)NNC(=O)c1ccccc1O | ? | -18% | -6%
CCCCCC(=O)Nc1ncc2c(n1)CC(c1cccs1)CC2=O (configuration not stated) | 2% | 10% | -1%
CCOc1ccc(N2C(=O)CC(N3CCOCC3)C2=O)cc1 (configuration not stated) | -25% | 8%[2.35 µM] | 3%
Cc1ccc(S(=O)(=O)NN=Cc2ccc(N3CCOCC3)cc2)cc1[N+](=O)[O-] | ? | . | -16%
CCOc1ccc(NC(=O)CCN2CCN(C)CC2)cc1 | -4% | -1% | 12%
COc1ccc(NC(=O)c2ccc(C#N)cc2)cc1NS(=O)(=O)c1ccc(F)cc1 | -5% | 13% | -9%
COc1cc2[nH]c(=O)c(C(=O)NCCCN3CCCCC3)c(O)c2cc1OC | ? | -7% | -7%
COc1ccc(C)cc1NC(=O)C(c1ccccc1)N1CCN(CC(=O)NC2CC2)CC1 (configuration not stated) | ? | -7% | -5%
O=C(Nc1cccc(Cl)c1)Nn1cnnc1 | -2% | -4% | -7%
COc1ccc(CCN=C(NS(=O)(=O)c2ccc(Cl)cc2)c2ccccc2)cc1 | ? | 2% | -12%
O=C(CC(=O)N/N=C/c1ccc(F)cc1)N/N=C/c1ccc(F)cc1 | -3% | -8% | 0%
CCN(CC(=O)Nc1ccc(NC(C)=O)cc1)CC(=O)Nc1ccc(Cl)c(Cl)c1 | 3% | -10% | 8%
COc1ccccc1C1C(C#N)=C(N)Oc2cc(C)n(Cc3ccccn3)c(=O)c21 (configuration not stated) | 1% | 2% | -14%
COc1ncc2nc(-c3cccs3)c(=O)n(CCc3ccccc3)c2n1 | 18% | 10% | .
COc1ccc(OC(=O)CCc2c[nH]c3ccccc23)cc1 | -15% | -20% | 13%
COc1ccc(CC(=O)Nc2cccc(-c3ccc4nncn4n3)c2)cc1OC | ? | -6% | 1%
Cc1ccc(N2CC(c3nnc(Cc4ccc(F)cc4Cl)o3)CC2=O)cc1 (configuration not stated) | ? | . | 7%
NC(=O)CN1CCN(c2nc(-c3ccc(F)cc3)cs2)CC1 | -29% | 7% | 13%
O=S(=O)(c1ccccc1Cl)N1CCC(O)(c2cccnc2)CC1 | 0% | -12% | 12%
Cc1cc(C(=O)N2CCCC(Nc3ccc(C(C)C)cc3)C2)nn1C (configuration not stated) | -21% | 15% | 19%
Cc1ccc2c(c1)C(=O)[C@@]1(O)CCN(c3ccccc3)C1=N2 | 8.4µM* | -16% | .
Cc1nc(CCNC(=O)C2CCC(=O)N(Cc3cccc(F)c3)C2)sc1C (configuration not stated) | 1% | -12% | -8%
CC1CCC(C(C)C)[C@H](OC(=O)c2ccccc2)C1 (some centres not stated) | 7% | 3% | .
Cc1ccc2ncnc(Oc3ncccc3[N+](=O)[O-])c2c1 | 5.8µM* | -23% | 8%
CCCCCCCCn1c(N2CCN(c3cccc(Cl)c3)CC2)nc2c1c(=O)[nH]c(=O)n2C | ? | 7% | -4%
NC(=O)C1CCN(C(=O)CCSCc2ccc(Cl)c(Cl)c2)CC1 | 7% | 4% | -1%
C(=N\n1cnnc1)/c1ccc(OCc2ccccc2)cc1 | -15% | -4% | 0%
Cc1oc2ccc(NS(=O)(=O)c3cccc4cccnc34)cc2c1C(=O)OC(C)C | ? | 12% | -9%
Cc1ccccc1CC(=O)Nc1ccon1 | -22% | -11% | 7%
CCOc1ccc(C(=O)Nc2ccc(S(=O)(=O)N3CCN(C)CC3)cc2)cc1 | -5% | -2% | 2%
O=C(NNS(=O)(=O)c1ccc(Br)cc1)c1sccc1-n1cccc1 | 7% | -2% | -2%
COC(=O)c1ccc(C(c2c(C)[nH][nH]c2=O)c2c(C)[nH][nH]c2=O)cc1 | -10% | -9% | 12%
COc1cccc2c1Oc1nc(-c3ccccc3)nc(SCC(=O)N3CCCCC3)c1C2 | ? | . | 5%

Entries of single compounds, quoted from the list.
Shown for Cc1ccc2ncnc(Oc3ncccc3[N+](=O)[O-])c2c1 = TDP1 cell CPT: 5.8µM*; N370S GC: -23%; FEN1 inh: 8%
Shown for CCc1cc2c(-c3ccccc3)cc(=O)oc2c(CN2CCOCC2)c1O = TDP1 cell CPT: ?; N370S GC: -6%; FEN1 inh: -14%
Shown for COc1ccc(NC(=O)c2ccc(C#N)cc2)cc1NS(=O)(=O)c1ccc(F)cc1 = TDP1 cell CPT: -5%; N370S GC: 13%; FEN1 inh: -9%

More entries.
smiles | TDP1 cell CPT | N370S GC | FEN1 inh
COc1ccccc1CC(=O)NC1CCCc2ccccc21 (configuration not stated) | ? | -2% | -3%
O=C(COc1cccc(C(F)(F)F)c1)Nc1cccnc1 | 8% | -20% | 19%
Cc1cc(C(=O)COc2ccc(C#N)cc2)c(C)n1-c1ccc2c(c1)OCO2 | 9.2µM* | 5% | -6%
CCCc1cc(-c2nc(-c3ccc(Cl)cc3)cs2)ccn1 | 18µM* | 9% | -7%
Cc1nc2c(ccc3nc(NC(=O)C(c4ccccc4)c4ccccc4)sc32)s1 | 7.3µM* | -29% | 10%
O=C(Nc1ccc(S(=O)(=O)NCC2CCCO2)cc1)c1ccc(F)cc1 (configuration not stated) | 15µM* | 1% | 0%
COc1cc(CNCc2cccs2)ccc1OCc1cccs1 | -16% | -7% | -2%
CCCS(=O)(=O)N1CCC(C(=O)NC2CCC(C)CC2)CC1 (configuration not stated) | 8% | -8% | -14%
CC1CCN(C(=S)NC(=O)c2ccco2)CC1 | 0% | -16% | -8%
O=C(O)Cc1c(O)ccc2ccccc12 | 5% | 2% | 1%
COc1cccc(CNC(=O)c2cnc3sc(N4CCCC4)nn3c2=O)c1OC | 3% | . | 2%
CC1CC(C)(C)NC(=S)N1CCC(=O)N1CCc2ccccc21 (configuration not stated) | ? | 3% | 5%
Cc1ccc(CNC(=O)CSc2n[nH]c(N)n2)cc1 | -17% | -16% | 0%
Cc1nc(C)c(C(=O)O)s1 | -18% | -4% | 17%
CCOC(=O)N1CCN(C(=O)c2cc3cc(OC)c(OC)cc3[nH]2)CC1 | 5% | 3% | -3%
CC1=C(C(=O)OC2CCCC2)C(c2ccc(F)cc2F)CC(=O)N1 (configuration not stated) | ? | . | -2%
O=C(NC1CCCCCC1)c1ccc(CS(=O)(=O)Cc2ccc(F)cc2)o1 | -19% | 7% | -7%
COc1cccc(-n2nnc(-c3nc(-c4ccccc4F)no3)c2C)c1 | ? | . | -8%
CCCCCCN1CC(C(=O)OCC)C(=O)C1=O (configuration not stated) | -9% | 19% | -7%
CCCCSc1nnc(CSc2nc3nc(C)cc(C)n3n2)o1 | ? | -25% | 4%
COc1ccc([C@H]2CC(=O)C=C(c3ccc(-c4ccccc4)c(F)c3)C2)cc1OC | ? | . | 2%
CCSC1=NCCN1S(=O)(=O)c1ccccc1 | 5% | -5% | -2%
COc1ccc(-c2oc3ncn4nc(-c5ccccc5Cl)nc4c3c2-c2ccc(OC)cc2)cc1 | -2% | . | -15%
CCC1CCCCN1CCCNC(=O)CN1C(=O)CSc2ccc(S(=O)(=O)N3CCOCC3)cc21 (configuration not stated) | -8%&14% | 2% | -4%&-5%
COc1ccc(-c2cn(-c3ccc(OC)cc3)c3[n+]2-c2ccccc2CC3)cc1 | 0.26µM* | -6% | -4%
O=C(c1cc(S(=O)(=O)N2CCN(c3ccccc3)CC2)ccc1Cl)N1CCCCCCC1 | ? | -16% | -15%
NCCSC1CC(=O)N(Cc2ccc(F)cc2)C1=O (configuration not stated) | -19% | ? | 4%
CNC(=S)Nc1cc2oc3ccccc3c2cc1OC | 11% | 2% | -13%
CCCCCCCCCC[n+]1cccc2c3ccccc3ccc21 | 0.33µM* | 5% | 3%
COc1cc(/C=C2\C(=N)N3N=CSC3=NC2=O)ccc1OS(=O)(=O)c1ccccc1[N+](=O)[O-] | -20% | -10% | -4%
CCOC(=O)CN1C(=O)N[C@@H](c2cccc(C(F)(F)F)c2)C(C(=O)OC)=C1C | -1% | -12%[12.8 µM] | .
COc1ccc(-c2cnc(-c3cccnc3)o2)cc1 | -7%[9.04 µM] | -6% | .
O=C(Nc1cccc(-c2nc3ncccc3o2)c1)c1sc2cc(Cl)ccc2c1Cl | ? | 9% | -14%
COc1ccccc1NC(=O)c1c(C)cc(C)nc1SCC(=O)c1ccc(Cl)cc1 | -27% | . | 15%
O=C(O)c1ccccc1CSc1ncccc1C(=O)O | 3% | -1% | -3%
Cc1ccc(NC(=O)OCc2cncs2)cc1 | -3% | 7% | -5%
CCOc1ccccc1NC(=O)C(CC(C)C)NS(=O)(=O)c1ccc2c(c1)oc(=O)n2C (configuration not stated) | -3% | . | ?
COc1ccc(OC)c2c(C)c(C)[nH]c12 | 11% | -2% | -17%
CC(C)OP(=O)(c1ccc(N(C)C)cc1)C(O)c1ccccc1 (configuration not stated) | -4% | 1% | -3%
COc1ccc(NC(=O)c2nc3nc(C)cc(C(F)F)n3n2)cc1OC | 10% | 1% | -6%

Source: PubChem BioAssay (National Center for Advancing Translational Sciences (NCATS))

Not all compounds are listed. The share of hits here may be higher or lower than overall.
